Screens deposited in PubChem by Johns Hopkins Ion Channel Center.
CHT inh = inhibitors of human choline transporter CHT; CHT-expressing cells, membrane potential dye, choline response; stronger effect = lower value; B-score at 10 µM; 310,000 tested, 0.86% active;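 active = B-score over 3 SD under the library average, and starting fluorescence ratio not unusually high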;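 note: choline stimulus applied at its EC90 after an EC20 pre-addition; B-score computed on integrated fluorescence ratio after choline addition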
KCNQ2 inh = KCNQ2 potassium channel inhibitors, primary screen, cell-based, CHO-K1, FluxOR thallium flux, B-score (AID 2156); Potassium voltage-gated channel subfamily KQT member 2 (Rattus norvegicus), O88943; 20 min; stronger effect = lower value; B-score at 10 µM; 310,000 tested, 1.1% active;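 active = fluorescence ratio B-score at most minus 3 library SDs, with starting brightness B-score within 2 library SDs, cut at about -5.5 in these data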
Target sequence (O88943 whole entry, looked up): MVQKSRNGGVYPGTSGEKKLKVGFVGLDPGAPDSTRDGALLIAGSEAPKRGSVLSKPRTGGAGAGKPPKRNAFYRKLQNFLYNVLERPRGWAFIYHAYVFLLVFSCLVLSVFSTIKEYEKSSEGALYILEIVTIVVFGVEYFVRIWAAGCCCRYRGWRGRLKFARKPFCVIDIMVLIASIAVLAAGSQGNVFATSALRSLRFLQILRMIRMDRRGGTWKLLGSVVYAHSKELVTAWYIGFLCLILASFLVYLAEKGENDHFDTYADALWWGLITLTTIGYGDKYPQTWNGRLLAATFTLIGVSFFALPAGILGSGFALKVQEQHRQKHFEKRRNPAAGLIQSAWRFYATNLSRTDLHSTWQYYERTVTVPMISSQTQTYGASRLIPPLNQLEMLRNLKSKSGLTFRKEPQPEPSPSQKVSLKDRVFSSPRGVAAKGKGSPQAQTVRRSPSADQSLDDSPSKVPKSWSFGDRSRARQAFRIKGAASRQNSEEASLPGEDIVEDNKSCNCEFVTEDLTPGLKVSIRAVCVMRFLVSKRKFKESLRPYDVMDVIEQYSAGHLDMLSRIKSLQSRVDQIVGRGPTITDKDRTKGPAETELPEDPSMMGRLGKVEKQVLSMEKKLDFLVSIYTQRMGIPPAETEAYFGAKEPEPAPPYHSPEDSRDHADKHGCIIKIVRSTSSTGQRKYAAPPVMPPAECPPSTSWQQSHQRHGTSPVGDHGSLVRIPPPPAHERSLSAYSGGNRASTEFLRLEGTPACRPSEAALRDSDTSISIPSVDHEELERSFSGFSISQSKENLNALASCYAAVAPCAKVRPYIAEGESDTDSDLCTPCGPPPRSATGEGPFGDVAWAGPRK
Kir21 inh = inhibitors of mouse Kir2.1 inward-rectifier potassium channel. Inward rectifier potassium channel 2 (Mus musculus), P35561. HEK293-Kir2.1, FluxOR thallium flux fluorescence; stronger effect = lower value. B-score at 10 µM. 310,000 tested, 0.85% active. AID 1672, 2009;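 active = fluorescence ratio B-score at or below minus 3 SD of library scores, with starting-brightness B-score within 2 SD, cut at about -4.2 in these data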;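 note: channel flux triggered by added potassium and thallium sulfate stimulus; B-score of peak minus minimum fluorescence over baseline after thallium stimulus; more negative B-score means stronger Kir2.1 block with less thallium influx; some compounds called inactive have numbers as strong as hits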
Active calls of the source: *; i = inactive.

canonical_smiles	CHT inh	KCNQ2 inh	Kir21 inh
COCCNC(=O)C(C#N)c1nc2ccccc2nc1N1CCCCCC1 (stereo unspecified)	i	i	-0.02
Cc1cc(/C=C2\C(=N)N3N=CSC3=NC2=O)c(C)n1Cc1ccccc1	i	i	0.46
O=C(Cn1c(NCCO)nc2ccccc21)c1ccccc1	i	i	1.3
CCCCn1c(=N)n(CC(=O)c2ccc(OC)cc2)c2ccccc21	i	i	-0.07
CCN1CCCC(OC(=O)c2cc(-c3ccc(C)cc3)nc3ccccc23)C1 (stereo unspecified)	i	i	-1.7
COC(=O)CC1=C(C(=O)OC)C(c2ccc3c(c2Cl)OCO3)C(C#N)=C(N)O1 (stereo unspecified)	i	i	-0.46
COc1ccc(/C=C/C(=O)OCC(=O)c2c(N)n(C)c(=O)n(C)c2=O)c(OC)c1	i	i	0.01
CCc1ccc(C=NC23CN4CN(CN(C4)C2)C3)s1	i	i	0.48
CC(C)S(=O)(=O)N1CCN(c2ccnc3cc(Cl)ccc23)CC1	i	i	-0.47
O=C(O)COc1c(-c2ccccc2)oc2ccccc2c1=O	i	i	0.84
COc1cccc([C@@H]2Oc3ccc(OC)cc3C(=O)[C@H]2O)c1	i	i	0.73
Cc1cc(NC(=O)Cn2cnc3c(nnn3-c3ccc(C)c(Cl)c3)c2=O)no1	i	i	0.39
O=C(NCC1CCCO1)c1cccc(Br)c1 (stereo unspecified)	i	i	0.78
COC(=O)C(=NNc1c(C)n(C)n(-c2ccccc2)c1=O)C(=O)OC	i	i	1.8
Cc1ccc(S(=O)(=O)N(C)c2ccc(OC(C)C(=O)N3CCCC3)cc2)cc1C (stereo unspecified)	i	i	-0.34
O=C(Cc1ccccc1)NCC1CCCO1 (stereo unspecified)	i	i	-0.29
O=C(CNC(=S)N(CCCN1CCOCC1)Cc1cccs1)NC1CC1	i	i	-0.85
Cc1cc2nnc(SCC(=O)N3CCCCC3)n2c(N)n1	i	i	0.32
O=S(=O)(CCNCc1cccs1)c1ccc(Cl)cc1	i	i	1
Cc1ccc(-c2cnc(-c3ccncc3)o2)cc1	i	i	0.04
CC(C)(C)C(=O)OC/C(N)=N/OC(=O)c1ccc(Cl)cc1	i	i	1.3
Cc1ccc(-n2[nH]c(C)c(/C=N/NC(=O)c3ccc([N+](=O)[O-])cc3)c2=O)c(C)c1	i	i	-0.08
CC(=O)NC1C(Oc2ccc3c(C)cc(=O)oc3c2)OC(COC(C)=O)C(OC(C)=O)C1OC(C)=O (stereo unspecified)	i	i	-1.6
c1ccc(-n2nnnc2-c2cnc(-c3ccncc3)nc2-c2cccs2)cc1	i	i	1.6
COc1ccc(/C=C(/NC(=O)c2ccccc2)C(=O)NC(Cc2c[nH]c3ccccc23)C(=O)O)cc1 (stereo unspecified)	i	i	-0.24
COc1cc2cc(C(=O)N[C@@H](Cc3ccccc3)C(=O)O)n(C)c2c(OC)c1OC	i	i	0.66
CCOC(=O)C1CCN(C(=O)COc2ccc3c(C)cc(=O)oc3c2)CC1	i	i	1.4
COc1ccc(Nc2nc(NCc3ccco3)nc(N/N=C/c3ccccc3F)n2)cc1	i	i	0.54
COc1ccc(N2CCN(C(CNC(=O)C(C)C)c3ccc4c(c3)OCO4)CC2)cc1 (stereo unspecified)	i	i	1.8
COc1ccc(C(=O)COC(=O)CCN2C(=O)C3C4CCC(C4)C3C2=O)cc1 (stereo unspecified)	i	i	-1.8
COc1ccc(-c2cnc3n2CCCCC3)cc1	i	i	-0.25
COC(=O)CN1CCN(C(=O)c2ccco2)CC1	i	i	0.02
CCOC(=O)N1CCN(C(=O)c2ccc(OCC)cc2)CC1	i	i	-0.22
O=C1CSC(=S)N1c1ccc(O)cc1	i	i	0.85
O=[N+]([O-])c1cc(-c2csc(NC(CO)c3nc4ccccc4n3CCOCCO)n2)ccc1Cl (stereo unspecified)	i	i	0.41
O=C(NCC(=O)N1CC(O)CC1C(=O)N1CC(O)CC1C(=O)OCc1ccccc1)OCc1ccccc1 (stereo unspecified)	i	i	0.68
COc1ccc(C(=O)Nc2cc(C(=O)c3ccccc3)c(C)oc2=O)cc1	i	i	-0.27
COc1ccc(CNc2nc3c(c(=O)n(Cc4ccc(F)cc4)c(=O)n3C)n2C)cc1	i	i	0.07
COC(=O)c1ccccc1NC(=O)N1CCN(S(=O)(=O)c2ccc(Cl)cc2)CC1	i	i	-1.3
NS(=O)(=O)c1ccc(CCNC(=O)c2nc(CS(=O)(=O)c3ccc(Cl)cc3)no2)cc1	i	i	-1.5
CSc1nc(Oc2ccc3ccccc3c2)c2ccccc2n1	i	i	-0.01
Cc1ccc(NCc2nnc(SCC(=O)Nc3cc(C)on3)n2C)cc1	i	i	2.9
CC(=O)c1ccc(N(C(=O)CNC(=O)c2cccs2)C(C(=O)NCC2CCCO2)c2ccccc2)cc1 (stereo unspecified)	i	i	0.03
COc1ccc(NC(=O)CN2C(=O)c3ccccc3S2(=O)=O)cc1OC	i	i	0.42
CC(=O)c1cccc(OCc2cc(C(=O)N(C)CCC3CCOCC3)no2)c1	i	i	0.2
CC(C)C(=O)Nc1ccc2c(c1)C(=O)NC2=O	i	i	0.24
CC1Cc2ccccc2N1C(=O)CSc1nc2ccccc2n1CC(=O)N1CCOCC1 (stereo unspecified)	i	i	-1.1
CCCCOC(=O)c1ccc(OC(=O)N2CCOCC2)cc1	i	i	1.3
Cc1ccc(C)c(/C=N/n2cc(-c3ccccc3)[nH]c2=S)c1	i	i	-1.3
COc1ccc(C2C(C(=O)N3CCOCC3)CCC(=O)N2c2cc(OC)c(OC)c(OC)c2)cc1 (stereo unspecified)	i	i	0.49
CC(C)C(NS(=O)(=O)c1cccs1)C(=O)NCCN1CCN(c2ccccc2)CC1 (stereo unspecified)	i	i	1.1
COc1cccc(-c2nn(C)c3sc(C(=O)NCc4ccccn4)cc23)c1	i	i	-0.38
CC(C)(C)OC(=O)NCCCC[C@H](NC(=O)c1[nH]cnc1C(=O)Nc1ccc(Cl)cc1)C(=O)OC(C)(C)C	i	i	0.46
O=C1C(Cl)=C(N2CCCCC2)C(=O)N1c1ccccc1	i	i	0.16
Cc1ccc(NC(=O)/C(=C\c2ccc3c(c2)OCO3)NC(=O)c2ccco2)cc1	i	i	0.04
Cc1ccsc1/C=C1/SC(=O)N(CC(=O)N2CCOCC2)C1=O	i	i	0.98
Cc1ccc(CS(=O)(=O)CC(C)(O)c2ccccc2)cc1 (stereo unspecified)	i	i	0.88
CCOc1ccc(CN2CCN(Cc3cccn3-c3cccnc3)CC2CCO)cc1 (stereo unspecified)	i	i	0.21
CC(Oc1ccccc1)C(=O)OCC(=O)N1CC(=O)Nc2ccccc21 (stereo unspecified)	i	i	-1.2
CCn1c(COc2ccccc2C)nnc1SCc1nc2ccccc2c(=O)[nH]1	i	i	1.2

Further compounds.
SMILES | CHT inh | KCNQ2 inh | Kir21 inh
CC(=O)NC1C(=O)N(CCN2CCOCC2)c2ccc(F)cc21 (stereo unspecified) | i | i | -0.54
Cc1cc(C)n(-c2cc(N3CCN(C(=O)c4ccc(C(C)(C)C)cc4)CC3)ccc2[N+](=O)[O-])n1 | i | i | 0.09
COC(=O)c1ccc(/C=C2\SC(=S)N(CCCC(=O)NCCCN3CCOCC3)C2=O)cc1 | i | i | -0.04
CC1CN(C(=O)COc2coc(CN3CCc4ccccc4C3)cc2=O)CC(C)O1 (stereo unspecified) | i | i | 0.26
O=C(Nc1ccccc1)c1ccccc1NC(=O)C(F)(F)F | i | i | -0.44
Fc1ccc(NCc2nnc3n2CCCCC3)cc1 | i | i | 0
COc1ccc(-c2ccc(SCC(=O)N3CCOCC3)nn2)cc1 | i | i | 0
CCOC(=O)C1CCN(Cc2nc(-c3ccc(OC)c(OC)c3)no2)CC1 | i | i | 0.65
Cn1cc([N+](=O)[O-])c(C(=O)N/N=C/c2cc3c(cc2Br)OCO3)n1 | -9.1* | i | 0.88
CC(C)(Cc1ccccc1)/[N+]([O-])=C\c1ccccc1 | i | i | -0.99
Cc1ccc(NC(=O)c2ccc3c(c2)nnn3C)cc1 | i | i | -0.51
Cc1ccc(CSc2ccc3nnc(-c4ccccn4)n3n2)cc1 | i | i | -0.19
O=C(CCNC(=O)c1ccco1)Nc1ccc(Cl)c(C(F)(F)F)c1 | i | i | 2.3
Cc1ccccc1CNC(=O)CCCC(=O)n1nc(C)c2ccccc21 | i | i | -2
O=C(O)CSc1nc2sc3c(c2c(=O)n1Cc1ccccc1)CCCCC3 | i | i | 3
CCn1nc(C(=O)OCc2c(C)noc2C)c2ccccc2c1=O | i | i | 0.05
O=C(CN1C2=NCCN2c2ccccc21)c1cccs1 | i | i | -0.71
CCc1ccc2[nH]c(=O)c(CN(Cc3ccccc3OC)Cc3nnnn3Cc3ccco3)cc2c1 | i | i | 0.4
Cc1nc(CNS(=O)(=O)c2cc([N+](=O)[O-])ccc2C)cs1 | i | i | 0.33
CS(=O)(=O)N1CCc2cc(C(=O)Nc3ccccc3Cl)ccc21 | i | i | -0.79
O=C(c1cccs1)c1ccc(-c2cccs2)s1 | i | i | -3.7
Cc1ccc(C(=O)NC(=C(Cl)Cl)S(=O)(=O)c2ccc(Cl)cc2)cc1 | i | i | 1.2
CN(C)S(=O)(=O)c1ccc(Cl)c(NC(=O)CSc2nc3c(cc2C#N)C(=O)CC(C)(C)C3)c1 | i | i | -1.9
O=C(NCCc1ccccc1)C1CCCN1C(=O)Nc1ccc(Cl)cc1 (stereo unspecified) | i | i | 0.71

Exported with values ahead of the structure: entries from further up.
CHT inh | KCNQ2 inh | Kir21 inh | Compound
i | i | -0.71 | O=C(CN1C2=NCCN2c2ccccc21)c1cccs1
i | i | 0.4 | CCc1ccc2[nH]c(=O)c(CN(Cc3ccccc3OC)Cc3nnnn3Cc3ccco3)cc2c1
i | i | 0.33 | Cc1nc(CNS(=O)(=O)c2cc([N+](=O)[O-])ccc2C)cs1
i | i | -0.79 | CS(=O)(=O)N1CCc2cc(C(=O)Nc3ccccc3Cl)ccc21
i | i | -3.7 | O=C(c1cccs1)c1ccc(-c2cccs2)s1
i | i | 1.2 | Cc1ccc(C(=O)NC(=C(Cl)Cl)S(=O)(=O)c2ccc(Cl)cc2)cc1
i | i | -1.9 | CN(C)S(=O)(=O)c1ccc(Cl)c(NC(=O)CSc2nc3c(cc2C#N)C(=O)CC(C)(C)C3)c1

Additional compounds follow:
SMILES | CHT inh | KCNQ2 inh | Kir21 inh
CC(=O)Oc1ccc(C(=O)Nc2ccc(S(=O)(=O)NCC3CCCO3)cc2)cc1 (stereo unspecified) | -5.1* | i | -2.8
CCCCCCCC(=O)OC(CN1CCCCCC1)CN1CCCC1=O (stereo unspecified) | i | i | -1.5
COc1ccccc1/C=C/C(=O)NCC(=O)N=Nc1c(O)[nH]c2ccccc12 | i | i | 0.59
CCOC(=O)c1cc(C#N)c(SCC(=O)OC)[nH]c1=O | i | i | -0.28
CCCc1cc2c(=O)c(-c3ccc4c(c3)OCCO4)coc2cc1OS(C)(=O)=O | i | i | 0.03
COC(=O)c1nc2ccccc2s1 | i | i | 1.7
Cn1cnnc1SC1CCCCC1NS(=O)(=O)c1ccccc1 (stereo unspecified) | i | i | -0.58
COc1ccc(-n2c(SCC(=O)C(C)(C)C)nc3c(sc(=S)n3-c3ccccc3)c2=O)c(OC)c1 | i | i | -1.6
CCOc1cc(C(=O)Nc2cc(C)on2)cc(OCC)c1OCC | i | i | 1.2
O=C(CCNC(=O)c1ccccc1Cl)Nc1cc(S(=O)(=O)N2CCOCC2)ccc1N1CCCC1 | i | i | 0.8
Cn1c(=O)c2c(nc(CN3CCN(c4ccccc4)CC3)n2CCc2ccccc2)n(C)c1=O | i | i | -0.47
CC(C)Oc1ccc(-c2cc(C(=O)NCCN3CCOCC3)c3ccccc3n2)cc1 | i | i | 0.79
Cc1ccccc1NC(=O)CSc1n[nH]c(-c2ccco2)n1 | i | i | 0.13
Cc1ccc(NC(=O)CN2C(=O)S/C(=C\c3ccccn3)C2=O)cc1C | i | i | 0.8
O=C(O)c1ccccc1NCc1ccsc1 | i | i | 1.7
CN(Cc1ccco1)C(=O)C1CCC(=O)N1Cc1ccc(F)cc1 (stereo unspecified) | i | i | 0.03
COc1cccc(-c2nnc(NC(=O)c3ccc(S(=O)(=O)N4CC(C)OC(C)C4)cc3)o2)c1 (stereo unspecified) | i | i | -0.83
CC1CC(C)CN(C(=O)C(Cc2ccccc2)NC(=O)c2ccccc2)C1 (stereo unspecified) | i | -7* | -0.32
O=C(NC1CC1)C1CCN(c2ncccn2)CC1 | i | i | 2.1
CCOC(=O)C[N+](C)(C)CCOC1CC2CCC1(C)C2(C)C (stereo unspecified) | i | i | 0.77
CCN1CCN(CCC(=O)Nc2ccccc2)CC1 | i | i | 0.29
O=C(COC(=O)c1ccccc1SCC(=O)N1CCCC1)Nc1ccc(OC(F)F)cc1 | i | i | -0.03
CCOC(=O)C1(Cc2cccc(F)c2)CCN(C2CCOCC2)CC1 | i | i | -1.4
